AmpC inh detg – inhibitors of E. coli AmpC beta-lactamase with detergent; Potency, µM (top dose mostly 114 µM), for the others: top-dose activity change, negative = inhibition, hits mostly inhibitors; AmpC hydrolysis of nitrocefin, absorbance 480 nm, 0.01% Triton; P00811; hit rate 0.041% among 370,000; AID 485294;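 note: potency is the fitted concentration of half-maximal effect; 0% = no-compound wells and -100% = no-enzyme wells; nearly all actives have a fitted effect of over 25% in size; some results filed as inactive show a strong effect at the top dose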
Target sequence (P00811 whole entry, looked up): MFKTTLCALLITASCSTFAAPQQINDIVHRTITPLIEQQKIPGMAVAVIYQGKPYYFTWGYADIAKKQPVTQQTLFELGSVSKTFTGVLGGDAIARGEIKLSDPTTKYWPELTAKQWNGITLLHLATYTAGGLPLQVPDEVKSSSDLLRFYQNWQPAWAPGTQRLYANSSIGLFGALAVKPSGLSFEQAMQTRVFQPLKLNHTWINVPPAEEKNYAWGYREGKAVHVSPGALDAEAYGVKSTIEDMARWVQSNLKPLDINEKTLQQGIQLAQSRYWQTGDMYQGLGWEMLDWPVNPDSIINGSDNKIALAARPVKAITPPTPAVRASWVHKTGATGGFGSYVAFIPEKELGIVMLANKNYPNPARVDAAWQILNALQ
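20 mM phosphate pH 7.0 + 0.01% (detergent screen) or 0.0001% Triton X-100; 5.3 nM AmpC reagent; cpd preinc 15 min RT; nitrocefin (800 uM stock) to start; A480 q20 s × 4 min; Activity was normalised to no-enzyme and no-compound control wells.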
Sm TGR inh – S. mansoni TGR enzyme inhibition; Potency, µM (highest dose often 114 µM), for the others: at the highest dose activity change, negative = inhibition, actives largely listed as inhibitors; hit rate 3% among 360,000; purified TGR, DTNB reduction, TNB absorbance 405 nm; Q962Y6; note: potency is the fitted concentration of half-maximal effect; nearly all actives have a fitted effect of over 60% in size
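TGR 20 nM + NADPH 100 uM (dispensed conc.), cpd preinc 15 min RT; start with NADPH (500 uM addition) then DTNB (15 mM addition). Kinetic TNB absorbance, 405 nm filter. Four-parameter Hill fit across titration.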
AmpC inh no detg – blocks E. coli AmpC beta-lactamase in detergent-free assay; P00811; AmpC nitrocefin hydrolysis, absorbance 480 nm, 0.0001% Triton; Potency, µM (top dose mostly 57.1 µM), for the others: at the highest dose activity change, negative = inhibition, actives largely listed as inhibitors; hit rate 0.52% among 330,000; AID 485341;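 note: potency is the fitted concentration of half-maximal effect; plate controls were no compound for no effect and no enzyme for full effect; nearly all actives have a fitted effect of over 20% in size; some results filed as inactive show a strong effect at the top dose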
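20 mM phosphate pH 7.0 + 0.01% (detergent screen) or 0.0001% Triton X-100; 5.3 nM AmpC reagent; cpd preinc 15 min RT; nitrocefin (800 uM stock) to start; A480 q20 s × 4 min; Activity was normalised to no-enzyme and no-compound control wells.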
FBPA Giardia inh – blocks Giardia fructose-bisphosphate aldolase activity; A8B2U2; purified Giardia FBPA; Potency, µM (series often up to 59.6 µM), without a hit: at the top dose activity, negative = inhibition, actives largely listed as inhibitors; hit rate 0.71% among 290,000; AID 2451; note: potency is the fitted concentration of half-maximal effect; nearly all actives have a fitted effect of over 55% in size
Target sequence (A8B2U2 whole entry, looked up): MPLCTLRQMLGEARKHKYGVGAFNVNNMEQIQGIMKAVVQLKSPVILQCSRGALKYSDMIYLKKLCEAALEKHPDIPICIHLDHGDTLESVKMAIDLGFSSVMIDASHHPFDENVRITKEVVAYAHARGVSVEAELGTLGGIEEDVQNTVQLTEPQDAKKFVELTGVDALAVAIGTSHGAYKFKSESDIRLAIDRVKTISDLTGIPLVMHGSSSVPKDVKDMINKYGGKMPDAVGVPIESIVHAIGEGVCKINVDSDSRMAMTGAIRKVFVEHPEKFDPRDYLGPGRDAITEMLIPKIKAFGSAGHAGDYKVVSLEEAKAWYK
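40 nM FBPA preincubated 10 min at RT with compound (up to 57.5 uM final), then substrate plus GAPDH/TPI/NAD/arsenate coupling and diaphorase/resazurin added. Fluorescence read after 20 min at RT, 525/598 nm.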
HCV inhibitor – inhibitors of hepatitis C virus infection; Huh7.5.1 HCVcc-Cre infection, luciferase reporter, 44 h; Potency, µM (highest dose often 41.8 µM), without a hit: at the highest dose activity change, negative = inhibition, most hits filed as inhibitors; hit rate 3.4% among 340,000; AID 651820; note: potency is the fitted concentration of half-maximal effect
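Infectious HCVcc-Cre (~0.5 moi) was added to cells just after compound, with cells seeded 4 h earlier at 1,000 per well. Luciferase activity after 44 h culture reported infection; substrate was incubated 15 min at room temperature before reading.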
HCMV antiviral – inhibitors of human cytomegalovirus; HFF cells, HCMV-luciferase reporter, 72 h; hits give low values; activity change, negative = inhibition, % at 57.5 µM; hit rate 4.5% among 410,000; AID 1259415; in the data active = activity change below about -60%; inconclusive = no clear call, values can overlap the other calls; inactive = above about -39%
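Luciferase read-out from HCMV-luciferase-infected HFFs (MOI 1 PFU/cell) 72 h post infection at 37C; compounds added after 16 h cell attachment; activity normalized between buffer-only basal and Salinomycin (10uM) inhibitor controls.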
* = called active by the depositor; ? = inconclusive; / = no result given; & = joins results of further samples; [ ] = dose if it differs, or a comment. Unless noted, calls come from the whole dose curve; as a rule, active = well fitted curve in the direction sought with a large enough effect; inconclusive = small, poorly fitted or top-dose-only effect, or another doubt; inactive = no such curve, though single readings can be large; an effect the other way counts as inactive or inconclusive. Unless noted, % is set by controls: 0 for no effect and ±100 for the full control effect.

No.	mol	FBPA Giardia inh	HCV inhibitor	HCMV antiviral
1	CCc1ccc(NC(=O)CN(C(=O)N2CCN(CC)CC2)S(=O)(=O)c2ccc(C)cc2)cc1	/	1%[8.37 µM]	-36
2	COc1cccc(-n2c(CN3CCN(C)CC3)nc3ccc([N+](=O)[O-])cc3c2=O)c1	-18%	-20%	103
3	COc1ccc(CNC(=O)c2sc3nc4n(c(=O)c3c2C)CCC4)cc1	/	/	16
4	CC(C)C(OC(=O)c1ccco1)C(=O)NCc1cccs1 (configuration not stated)	6%	-27%	76
5	COc1ccc(N(CC(=O)N2CCc3ccccc3C2)S(=O)(=O)c2c(C)[nH]c(=O)[nH]c2=O)cc1	-8%	18%	27
6	CCOc1cc(N2CCOCC2)c(OCC)cc1NC1=NCCCCC1	?	-23%	-13
7	Cc1ccc(C)c(N2CC(C(=O)Nc3cc(C)on3)CC2=O)c1 (configuration not stated)	4%	3%	-34
8	O=[N+]([O-])c1ccccc1CNCCc1ccc(F)cc1	-22%	3%	7
9	Cc1ccc2nc(C)cc(Cl)c2c1	1%	11%	10
10	CC(C)(C)NC(=O)CSc1nnc(NC(=O)c2ccccc2Cl)s1	6%	14%	9
11	COc1ccc(CCNC(=O)CN2CCN(c3cccc(Cl)c3)CC2)cc1OC	0%	10µM*	11
12	c1csc(C2Nc3ccccc3-c3nc4ccccc4n32)c1 (configuration not stated)	-3%	-16%	-1
13	CCOc1ccc(S(=O)(=O)Nc2ccc3c(c2)N(C(C)=O)CCC3)cc1	/	/	88
14	O=C(CN1C(=O)NC(Cc2ccccc2)C1=O)Nc1ccccc1F (configuration not stated)	/	-17%	-10
15	CN(CC(=O)Nc1n[nH]c(=S)s1)S(=O)(=O)c1cccc2cccnc12	?	1%	-4

No.	AmpC inh detg	AmpC inh no detg	Sm TGR inh
1	?	10%	0%
2	?	17%	-27%
3	32%[activator]	/	-1%
4	-11%	-6%	0%
5	-7%	-33%	6%
6	?	-10%	0%
7	-9%	-2%	-3%
8	-5%	-19%	-12%
9	-8%	-22%	4%
10	-4%	-19%	5%
11	-18%	112%[activator]	2%[11.4 µM]
12	-10%	-41%	-5%
13	8%	/	?
14	?	-11%	2%
15	-4%	-40%	-1%

No.	mol	FBPA Giardia inh	HCV inhibitor	HCMV antiviral
16	Cc1cc(C)c(C)c(S(=O)(=O)N2CCN(c3ncnc4ccccc34)CC2)c1C	/	2.5µM*	?
17	Cc1nn(C)c(C)c1NS(=O)(=O)c1ccc(OC(F)(F)F)cc1	/	?	?
18	CN1CCc2nc(SCc3cccc(Br)c3)c(C#N)cc2C1	-15%	?	-17
19	O=C(COC(=O)C1CC1)Nc1ncc(Cl)cc1Cl	/	7%	-12
20	OC(COc1ccccc1)Cn1cc(Br)cn1 (configuration not stated)	4%	9%	-3
21	CCN(CC)CCCNC(=O)Cn1ncc2c(=O)oc3ccc(C)cc3c21	5%	6%	32
22	COCCN(CC(=O)Nc1cccc(C)c1C)C(=O)c1ccc2ccccc2n1	/	2%	66
23	COC(=O)c1ccc(/C=N\N2CCN(Cc3ccc(C)cc3)CC2)cc1	9%	3%	6
24	COc1ccc(NC(=O)/C=C2\SC(=O)NC2=O)cc1	5%	26%	20
25	CCN(CC)S(=O)(=O)c1cc(NC(=O)c2cc(-c3ccccn3)nc3ccccc23)ccc1C	-11%	14µM*	15
26	Cc1cc(Nc2ccc(C(=O)N3CCCCC3)cc2)c2cccc(C)c2n1	11%	10%	-35
27	CCOc1ccc(NC(=O)Cn2c(C)cc3ccccc3c2=O)cc1	/	/	10
28	Cc1oc(-c2ccccc2F)nc1CS(=O)CC(=O)NC(C)C (configuration not stated)	/	/	9
29	O=C(NCc1ccccc1)c1c(Cl)nc(Cl)c(Cl)c1Cl	-2%	13µM*	-84*
30	COc1ccccc1-n1c(C)nnc1SCC(=O)NCc1ccccc1	-3%	6%	-12

No.	AmpC inh detg	AmpC inh no detg	Sm TGR inh
16	7%	89%[activator]	-1%
17	-7%	-15%	-1%
18	0%	60%	?
19	-11%	-18%	-16%
20	-13%	-22%	0%
21	-3%	-3%	5%
22	7%	4%	-22%
23	?	-6%	-1%
24	-7%	-38%	-6%
25	-3%	121%[activator]	5%
26	-9%	-4%	-2%
27	4%	/	13%
28	-9%	/	14µM*
29	-2%	-23%	-10%
30	-8%	3%	3%

No.	mol	FBPA Giardia inh	HCV inhibitor	HCMV antiviral
31	COc1ccc(N2C(=O)CC(Sc3nnnn3-c3ccc(F)cc3)C2=O)cc1 (configuration not stated)	2%	?	-31
32	COc1cc(NC(=O)c2cccc(F)c2)ccc1NC(=O)c1cc2ccccc2o1	3%	?	?
33	CCn1c(SCC(=O)Nc2nccs2)nnc1-c1ccc(S(=O)(=O)N2CCCCCC2)cc1	8%	?	-32
34	CC(C)c1ccc(C2=CC(c3ccc(C(C)C)cc3)n3nnnc3N2)cc1 (configuration not stated)	/	/	4
35	COc1ccc(-c2csc(NC(=O)C3=NN(c4ccccc4)C(=O)CC3)n2)cc1	-5%	7.1µM*	-32
36	COc1cccc(-n2nnc3c(=O)n(C/C=C/c4ccccc4)cnc32)c1	3%	-27%	3
37	CCOP(=O)(c1ccccc1)C1(C#N)CCCC1 (configuration not stated)	-3%	2%	7
38	COc1ccc(-n2cc(-c3ccc4c(c3)OCO4)n(CC(=O)Nc3cccc(C)c3C)c2=O)c(OC)c1	/	/	-86*
39	O=C(Nc1nc2ccccc2[nH]1)c1ccc(Br)o1	?	-7%	154
40	CCc1cccc(NC(=O)C2CCCN2S(=O)(=O)c2ccc3c(c2)n(C)c(=O)c(=O)n3C)c1 (configuration not stated)	-2%	12%	-22&-5
41	Cc1cnc(NC(=O)c2ccco2)s1	-6%	16%	-10
42	CCCS(=O)(=O)N1CCC(CCOc2ccccc2)(C(=O)OCC)CC1	-2%	-8%	-7
43	Cc1cc(=O)n2[nH]cc(C(=O)O)c2n1	-11%	-1%	-21
44	Cc1ccc(S(=O)(=O)c2c(C)nn(-c3ccccc3)c2OC(=O)c2ccco2)cc1	24%	19%	?
45	O=C(COC(=O)/C=C/c1ccccc1)NC1CCS(=O)(=O)C1 (configuration not stated)	/	16%	0

No.	AmpC inh detg	AmpC inh no detg	Sm TGR inh
31	5%	-19%	/
32	4%&-1%	-11%	1%&-4%
33	?	2%	2%
34	8%	/	-4%
35	1%	3%	-2%
36	?	-27%	1%
37	?	0%	-6%
38	18%	/	0%
39	-4%	-22%	-8%
40	-6%&-14%	27%	-3%&-4%
41	?	-10%	1%
42	3%	75%[activator]	-1%
43	-10%	-17%	1%
44	-9%	-9%	35µM*
45	6%	-20%	-2%

In the list so far, these have two or more sulfur atoms.
No.	mol	FBPA Giardia inh	HCV inhibitor	HCMV antiviral
10	CC(C)(C)NC(=O)CSc1nnc(NC(=O)c2ccccc2Cl)s1	6%	14%	9
15	CN(CC(=O)Nc1n[nH]c(=S)s1)S(=O)(=O)c1cccc2cccnc12	?	1%	-4
33	CCn1c(SCC(=O)Nc2nccs2)nnc1-c1ccc(S(=O)(=O)N2CCCCCC2)cc1	8%	?	-32

No.	AmpC inh detg	AmpC inh no detg	Sm TGR inh
10	-4%	-19%	5%
15	-4%	-40%	-1%
33	?	2%	2%

Back to the main list, repeating the 2 entries before the break.
No.	mol	FBPA Giardia inh	HCV inhibitor	HCMV antiviral
44	Cc1ccc(S(=O)(=O)c2c(C)nn(-c3ccccc3)c2OC(=O)c2ccco2)cc1	24%	19%	?
45	O=C(COC(=O)/C=C/c1ccccc1)NC1CCS(=O)(=O)C1 (configuration not stated)	/	16%	0
46	CCOC(=O)c1ccc(NC(=O)CSc2nc3ncccc3[nH]2)cc1	-4%	-19%	3
47	Cn1cccc1Cc1nnc(SCC(=O)Nc2ccc(F)cc2)n1CCc1ccccc1	-5%	?	-12
48	Cc1ccc(O)c(-c2n[nH]c3c2C(c2ccc(F)cc2)N(Cc2ccco2)C3=O)c1 (configuration not stated)	/	/	-11
49	COc1cc(CCC(=O)OCC(=O)N2CCc3ccccc32)cc(OC)c1OC	0%	1%	36
50	O=C1C2ON(c3ccc(Br)cc3)C(c3cccnc3)C2C(=O)N1C1CCCCC1 (configuration not stated)	3%	6%	19
51	CC1Cc2ccccc2N1Cc1cc(=O)c(OCC(=O)Nc2ccccc2)co1 (configuration not stated)	/	?	-16
52	Cc1ccc(CNC(=O)C2CCC(=O)N(CC3CCCCC3)C2)o1 (configuration not stated)	2%	18%	10
53	CCOc1ccc(NC(=O)CN2C(=O)NC3(CCCC3)C2=O)cc1S(=O)(=O)N1CCCCC1	/	?	4
54	CCN(Cc1nc2ccccc2n1C)c1ccccc1	-6%	?	19
55	COc1ccc(CNC(=O)C2CCN(S(=O)(=O)N3CCC(C)CC3)CC2)c(OC)c1	/	/	-36&21
56	CCSc1nc(-c2ccccc2)nc(C(Cl)Cl)n1	4%	?	-82*
57	O=C(Nc1ccccc1OC(F)F)c1ccc(-n2cncn2)c([N+](=O)[O-])c1	/	-23%	-10
58	COc1ccc(Cn2nnnc2C(c2ccccn2)N2CCN(c3cc(Cl)ccc3C)CC2)cc1 (configuration not stated)	-10%	?	-24
59	CN(C)c1ccc(C(CNC(=O)Cc2cccc3ccccc23)N(C)C)cc1 (configuration not stated)	-2%	-2%	-38
60	Cc1cccc(OCC(=O)Nc2nccs2)c1C	7%	-6%	104
61	CCN1C(=O)C(=C2C=C(C)N(Cc3ccco3)C(C)=C2)C(=O)N(CC)C1=S	-3%	-7%	?
62	CN(C)CCCOc1ccc(C(C)(C)c2ccccc2)cc1	?	11µM*	-33
63	O=C(c1cc2c(=O)oc3ccccc3c2s1)N1CCOCC1	-1%	20%	57

No.	AmpC inh detg	AmpC inh no detg	Sm TGR inh
44	-9%	-9%	35µM*
45	6%	-20%	-2%
46	-1%	-28%	-11%
47	-11%	34%	11%
48	-5%	/	-26%
49	3%	32%	-6%
50	0%	-17%	3%
51	-13%	35µM*	9%
52	?	37%	28µM*
53	-1%	-8%	-1%
54	-13%	-17%	0%
55	1%	/	7%
56	-2%	-14%	-4%
57	?	-16%	0%
58	-6%	25%	0%
59	-5%	17%	-7%
60	?	-34%	1%
61	-13%	-5%[11.4 µM]	-34%
62	-2%	73%[activator]	2%
63	3%	-3%	0%

As entered above.
Sm TGR inh result of cpd 52 = 28µM*
AmpC inh detg result of cpd 63 = 3%
AmpC inh detg result of cpd 59 = -5%
FBPA Giardia inh result of cpd 61 = -3%
HCV inhibitor result of cpd 60 = -6%
